# Assay outcomes from PubChem.
# RXFP1 ag: agonists of human relaxin receptor RXFP1; Q9HBX9; HEK293T-RXFP1 cAMP TR-FRET, 30 min; response scale: percent of porcine relaxin response, buffer zero; Potency, µM (highest dose often 57.5 µM), without a hit: at the top dose activation, hits mostly activators; 370,000 tested, 0.3% active; AID 2676; also: potency is read from the fitted curve at half-maximal effect; % is scaled to controls: 0 for no effect and ±100 for the full control effect; nearly all actives have a fitted effect of over 60% in size; many of its hits are not listed in these tables
#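 cAMP rise read by TR-FRET after 30 min, 37C compound exposure (up to 58 uM) in RXFP1-transfected HEK293 cells with Ro 20174 present. EC50 from Hill-equation fits, with 29 nM porcine relaxin as 100% and buffer as basal.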
# D1 potentiator: human D1 dopamine receptor positive modulation. P21728. HEK293 TREx D1 cells, calcium flux, dopamine EC20 potentiation. potentiation, % at 10 µM. 360,000 tested, 0.036% active. AID 504651; in the data active = potentiation above about 30%; also: 0% is about no effect
# Target sequence (P21728 whole entry, looked up): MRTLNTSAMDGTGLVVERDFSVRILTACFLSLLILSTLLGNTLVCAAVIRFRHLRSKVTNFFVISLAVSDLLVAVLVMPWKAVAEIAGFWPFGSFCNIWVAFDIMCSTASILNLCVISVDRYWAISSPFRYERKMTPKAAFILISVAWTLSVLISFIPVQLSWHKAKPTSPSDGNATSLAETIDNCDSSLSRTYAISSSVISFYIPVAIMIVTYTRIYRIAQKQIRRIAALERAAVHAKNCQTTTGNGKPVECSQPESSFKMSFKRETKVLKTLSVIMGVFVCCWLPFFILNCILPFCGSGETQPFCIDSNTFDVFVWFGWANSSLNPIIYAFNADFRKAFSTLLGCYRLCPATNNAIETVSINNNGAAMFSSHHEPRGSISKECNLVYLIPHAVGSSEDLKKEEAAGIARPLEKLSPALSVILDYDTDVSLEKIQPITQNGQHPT
# D1 antag: human D1 dopamine receptor antagonism; 360,000 tested, 3.2% active; activity change, negative = inhibition, % at 10 µM; HEK293 TREx D1 cells, calcium flux, dopamine EC80; active compounds read low; in the data active = activity change below about -30%; also: % is scaled to controls: 0 for no effect and ±100 for the full control effect
#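 Cells carrying a force-coupled, tetracycline-inducible human D1 receptor report calcium flux. Each well gets a 10 s baseline, compound with 180 s monitoring, then an EC80 dopamine stimulus with a second 180 s kinetic read.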
# D2 PAM: D2 dopamine receptor (human) potentiation; AID 485347; potentiation, % at 10 µM; HEK293 T-REx D2, calcium flux, EC20 dopamine potentiation; 340,000 tested, 0.34% active;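 active = potentiation over 3 SD above the plate norm, cut at about 30% in these data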; also: 0% is about no effect
#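 Potentiation of an EC20 dopamine calcium response measured kinetically over 180 s, after a preceding 180 s compound-only read flagging agonists. Cells: inducible Hek293 Trex D2 line, 4000/well, cultured overnight at 30 C before dye loading.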
# Vif-A3G inh: blocks the Vif interaction with human APOBEC3G; HeLa A3G-eYFP + Vif (tagged APOBEC3G with the HIV-1 protein that degrades it), YFP fluorescence, overnight; Potency, µM (series often up to 46.1 µM), inactives show at the top dose activity, negative = active, usual class: inhibitors; 410,000 tested, 0.076% active; AID 602310;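 also: potency is read from the fitted curve at half-maximal effect; % is scaled to controls: 0 for no effect and ±100 for the full control effect; nearly all actives have a fitted effect of over 60% in size; hits raise eYFP signal because A3G escapes Vif-driven loss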
# Target sequence (Q9HC16 whole entry, looked up): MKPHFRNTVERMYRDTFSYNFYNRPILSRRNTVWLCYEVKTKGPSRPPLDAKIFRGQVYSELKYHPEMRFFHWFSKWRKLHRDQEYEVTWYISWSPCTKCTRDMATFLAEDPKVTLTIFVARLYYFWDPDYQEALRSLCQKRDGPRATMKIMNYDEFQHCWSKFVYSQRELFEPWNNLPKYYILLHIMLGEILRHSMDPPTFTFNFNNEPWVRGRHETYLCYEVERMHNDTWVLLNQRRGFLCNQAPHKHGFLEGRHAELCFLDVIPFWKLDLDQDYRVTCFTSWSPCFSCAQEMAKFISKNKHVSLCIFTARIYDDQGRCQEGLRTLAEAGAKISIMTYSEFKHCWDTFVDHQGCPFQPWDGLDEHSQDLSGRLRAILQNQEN
#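 HeLa cells stably expressing Vif and C-terminally eYFP-tagged A3G, seeded overnight at 37 deg C, then exposed to compound by pintool overnight at 37 deg C. Rise in yellow fluorescence (Ex 488/Em 500-530, Acumen) marks blocked Vif-driven A3G degradation.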
# RXFP1 antag: blocks the human relaxin receptor RXFP1; Q9HBX9; HEK293-RXFP1, relaxin-stimulated cAMP HTRF, 30 min; active compounds read low; activity change, negative = inhibition, % at 57.5 µM; 350,000 tested, 0.59% active; AID 1259400;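 active = activity change of -60% or lower, but not beyond a set lower limit; inconclusive = change between -60% and -40%, or beyond the set limit; inactive = change above -40%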; also: % is scaled to controls: 0 for no effect and ±100 for the full control effect
# Vif-APOBEC3F blk: blocks the Vif interaction with APOBEC3F. HeLa A3F-eYFP + Vif (tagged APOBEC3F with the HIV-1 protein that degrades it), YFP fluorescence increase. 390,000 tested, 0.2% active. Potency, µM (series often up to 46.1 µM), for inactives: at the top dose activity, negative = active; also: potency is read from the fitted curve at half-maximal effect; % of control where 0% means no effect; nearly all actives have a fitted effect of over 65% in size
#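 Fluorescence increase (Ex 488/Em 500-530) after overnight compound treatment at 37 deg C flags inhibition of Vif-driven A3F-eYFP loss in stable HeLa A3F-eYFP/Vif cells seeded overnight beforehand.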
# D1 ag: human D1 receptor agonism. P21728. HEK293 T-REx D1 cells, calcium flux, agonist mode. activation, % at 2 µM. 360,000 tested, 1% active; in the data active = activation above about 30%; also: 0% is about no effect
#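 Inducible HEK293 T-REx D1 cells, force-coupled to calcium signalling, were plated at 4000 cells/well with tetracycline and held overnight at 30 C. After no-wash calcium dye loading, compound-evoked calcium rise over 180 s flagged agonists.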
# Glioma ERSR ind: inducers of ER stress response in human glioma cells. U87-MG GRP78 promoter luciferase reporter, 16 h. Potency, µM, inactives show top-dose activation, hits mostly activators. 420,000 tested, 0.02% active. AID 602332; also: potency is read from the fitted curve at half-maximal effect; series mostly up to about 76 µM; % of control where 0% means no effect; nearly all actives have a fitted effect of over 35% in size
#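 Stably transfected U87-MG human glioma cells carrying a GRP78-based luminescent sensor were seeded at 1000 cells/well, pin-dosed with compounds and incubated 16 h. Luciferase reagent was then added, and end-point luminescence was read after 10 min at room temperature.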
# Starred values were filed as active, the others as inactive; ? = inconclusive; / = no result given; & = joins results of further samples. Unless noted, calls follow the shape of the dose curve; as a rule, active = well fitted curve in the direction sought with a large enough effect; inconclusive = small, poorly fitted or top-dose-only effect, or another doubt; inactive = no such curve, though single readings can be large; an effect the other way counts as inactive or inconclusive. Some of the compounds tested (hit frequency here may not be typical).
no. | mol | RXFP1 ag | D1 potentiator | D1 antag | D2 PAM | Vif-A3G inh
1 | COc1ccc(OC)c(-c2nc(CN(C)C(C)c3ccncn3)c(C)o2)c1 (stereo not given) | 1.3% | 4 | 5 | -2 | 1%
2 | CC1CCCN(C(=O)C2CCN(S(=O)(=O)c3cccc4nsnc34)CC2)C1 (stereo not given) | -1.2% | -4 | -6 | -2 | 0%
3 | CCCS(=O)(=O)c1nc(S(=O)(=O)c2ccc(C)cc2)c(NCCN2CCOCC2)s1 | 7.5% | -7 | 7 | 1 | 8%
4 | Cc1ccc(CNC(=O)CCc2c(C)nn(-c3ccc(N4CCCC4)nn3)c2C)cc1 | 1.4% | -4 | 0 | 0 | 3%
5 | O=C(NCc1ccc(Cl)cc1)c1cccc2c1C(=O)N(CC1CCCO1)C2 (stereo not given) | 0.3% | -9 | 19 | 4 | -8%
6 | O=C(c1ccco1)N1CCN(CC(=O)N2CCCc3c2c(=O)oc2ccc(O)cc32)CC1 | -0.6% | -7 | -6 | 12 | 4%
7 | Cc1ccc(CNS(=O)(=O)CCNC(=O)c2ccccc2)cc1 | 1.2% | -1 | -8 | 1 | 0%
8 | COc1ccc(C2(SCC(N)C(=O)O)c3ccccc3-c3ccccc32)cc1 (stereo not given) | / | / | / | / | -2%
9 | COc1ccc(C(C)=O)cc1CSc1nnc(-c2ccc(Cl)cc2)n1-c1ccccc1 | -0.8% | -3 | -11 | -3 | 1%
10 | CCOC(=O)C1=C(C)NC(C)=C(C(=O)OCC)C1C1=COCCO1 | 3.0% | -4 | 3 | 10 | 1%
11 | Cc1ccc(C(=O)NC(=S)NCc2ccccc2)cc1Br | / | / | / | / | 0%
12 | COc1cccc(NC(=O)N2CCCC2C(=O)NC2CC2)c1 (stereo not given) | -0.9% | -6 | 0 | 8 | 2%

no. | RXFP1 antag | Vif-APOBEC3F blk | D1 ag | Glioma ERSR ind
1 | -6 | -2% | 2 | 3%
2 | -3 | 0% | 1 | -1%
3 | 0 | 0% | -1 | -5%
4 | 4 | -1% | 1 | -1%
5 | 3 | -3% | 0 | -3%
6 | 2 | -2% | 4 | 1%
7 | 7 | -18% | 0 | -3%
8 | -19 | -17% | / | -4%
9 | 8 | / | 3 | -5%
10 | -7 | -2% | 1 | -5%
11 | -4 | ? | / | 1%
12 | 0 | -23% | 1 | -5%

# The list goes on; it opens with the five that closed the last part.
no. | mol | RXFP1 ag | D1 potentiator | D1 antag | D2 PAM | Vif-A3G inh
8 | COc1ccc(C2(SCC(N)C(=O)O)c3ccccc3-c3ccccc32)cc1 (stereo not given) | / | / | / | / | -2%
9 | COc1ccc(C(C)=O)cc1CSc1nnc(-c2ccc(Cl)cc2)n1-c1ccccc1 | -0.8% | -3 | -11 | -3 | 1%
10 | CCOC(=O)C1=C(C)NC(C)=C(C(=O)OCC)C1C1=COCCO1 | 3.0% | -4 | 3 | 10 | 1%
11 | Cc1ccc(C(=O)NC(=S)NCc2ccccc2)cc1Br | / | / | / | / | 0%
12 | COc1cccc(NC(=O)N2CCCC2C(=O)NC2CC2)c1 (stereo not given) | -0.9% | -6 | 0 | 8 | 2%
13 | CC(OC(=O)c1cc(=O)[nH]c2ccccc12)C(=O)N1C(C)CCCC1C (stereo not given) | 2.1% | -2 | -3 | -2 | -2%
14 | Cc1ccc(-c2csc(N/N=C/C=C/c3ccccc3)n2)cc1 | -0.9% | -4 | -24 | 3 | -6%
15 | COCCn1c(SCC(=O)Nc2ccc(NC(C)=O)cc2)nc2c([nH]c3ccccc32)c1=O | 1.4% | 2 | 5 | 3 | 1%
16 | CC(=O)c1ccc(NC(=S)NNC(=O)NC2CCCCC2)cc1 | 0.7% | -5 | -6 | -2 | -1%
17 | CC(=O)OC[C@H]1O[C@@H](Sc2cccc3cccnc23)[C@H](OC(C)=O)[C@@H](OC(C)=O)[C@H]1OC(C)=O | 1.3% | -1 | -12 | 13 | -9%
18 | CC1CC1C(=O)OCC(=O)NC(=O)c1ccccc1 (stereo not given) | -0.1% | -9 | 11 | -8 | -2%
19 | CCOc1ccc(NC(=O)Cn2ccn(-c3ccc(F)c(F)c3)c(=O)c2=O)cc1 | ? | -2 | 13 | -2 | 6%
20 | COCCNC(=O)CN(Cc1ccc2c(c1)OCO2)C(=O)CCC(=O)Nc1nccs1 | 0.1% | -9 | -13 | 5 | 1%
21 | Cc1nnc(SCC(=O)N2CCCC2)n(N)c1=O | 5.4% | 5 | -10 | -18 | 0%
22 | CCOc1ccc(CCNC(=O)C2CCN(c3ncnc4c3nc3n4CCCCC3)CC2)cc1 | 3.3% | -1 | -14 | -3 | 5%
23 | COc1ccc(S(=O)(=O)N(Cc2ccccc2)Cc2nc3ccccc3c(=O)[nH]2)cc1 | 0.0% | -5 | 8 | -3 | -4%
24 | COc1ccc(Cl)cc1NC(=O)c1cc2c(s1)-c1ccccc1OC2 | 6.7% | -5 | -1 | -10 | 0%

no. | RXFP1 antag | Vif-APOBEC3F blk | D1 ag | Glioma ERSR ind
8 | -19 | -17% | / | -4%
9 | 8 | / | 3 | -5%
10 | -7 | -2% | 1 | -5%
11 | -4 | ? | / | 1%
12 | 0 | -23% | 1 | -5%
13 | -3 | 6% | 1 | -5%
14 | -4 | -5% | 0 | 4%
15 | -7 | 3% | 2 | -2%
16 | 2 | 0% | -1 | 1%
17 | -10 | ? | 1 | 5%
18 | 0 | 5% | 2 | 2%
19 | -1 | -5% | 2 | -1%
20 | -7 | 3% | 2 | -2%
21 | 10 | -5% | 2 | 4%
22 | -1 | -3% | 0 | -1%
23 | -9 | 0% | 3 | 7%
24 | -4 | 4% | 2 | -2%

# (next part)
no. | mol | RXFP1 ag | D1 potentiator | D1 antag | D2 PAM | Vif-A3G inh
25 | COC(=O)c1ccc(Cl)cc1NC(=O)N(C)CCc1c(C)nn(C)c1C | 0.7% | 1 | 1 | 3 | 5%
26 | Cc1ccc(NC(=O)CCNCc2ccco2)cc1S(=O)(=O)N(C)C | 1.0% | -2 | 0 | -10 | 3%
27 | N#CC(C#N)=Cc1cccn1-c1ccc(C(=O)O)cc1 | 2.5% | -4 | 10 | -19 | -3%
28 | COC(=O)CN1C(=O)C(O)(CC(=O)c2ccc(F)cc2)c2ccccc21 (stereo not given) | 1.6% | -1 | -12 | -7 | 3%
29 | CCc1ccc(S(=O)(=O)NC(=S)Nc2ccccc2)cc1 | 2.3% | -2 | 3 | 5 | 0%
30 | O=C(COc1ccc(F)cc1)Nc1c(C(=O)N2CCC(N3CCCCC3)CC2)oc2ccccc12 | 2.8% | -4 | -35* | -11 | -4%
31 | CCCCCNC(=O)c1ccc2c(c1)ncn2-c1cccc(C)c1 | -0.3% | 0 | -10 | -10 | -7%
32 | Cc1cc(C)c2c(=O)c(/C=C3\NC(=S)NC3=O)coc2c1 | 7.8% | -2 | -9 | 3 | /
33 | O=C(O)C(Cc1ccccc1)N1C(=O)C2C3CCC(C3)C2C1=O (stereo not given) | / | / | / | / | 0%
34 | COc1ccc(CN(C(=O)Nc2cccc(OC)c2)C2CCN(C(C)=O)CC2)cc1 | -0.8% | -2 | 0 | 3 | 5%
35 | CSc1ccc(/C=C/C(=O)c2ccc(NC(=O)Cc3ccccc3)cc2)cc1 | 3.6% | -4 | 15 | -2 | -8%
36 | CCN(CC)c1ccc(/C=N/N2CCN(Cc3cccc4ccccc34)CC2)c(O)c1 | 3.5% | -2 | -3 | 11 | 1%

no. | RXFP1 antag | Vif-APOBEC3F blk | D1 ag | Glioma ERSR ind
25 | / | -2% | -1 | 0%
26 | -1 | 6% | 1 | 6%
27 | -12 | -3% | 2 | 2%
28 | 3 | 1% | 3 | -1%
29 | -2 | -28% | 1 | -1%
30 | 0 | -6% | 4 | -3%
31 | 14 | -3% | -2 | -4%
32 | / | / | 2 | /
33 | -1 | 0% | / | -5%
34 | -5 | 7% | 0 | -4%
35 | -9 | 0% | 11 | 2%
36 | 19 | -2% | 2 | -1%

# Next section, starting with the last 2 of the part before.
no. | mol | RXFP1 ag | D1 potentiator | D1 antag | D2 PAM | Vif-A3G inh
35 | CSc1ccc(/C=C/C(=O)c2ccc(NC(=O)Cc3ccccc3)cc2)cc1 | 3.6% | -4 | 15 | -2 | -8%
36 | CCN(CC)c1ccc(/C=N/N2CCN(Cc3cccc4ccccc34)CC2)c(O)c1 | 3.5% | -2 | -3 | 11 | 1%
37 | O=C(NC1CCCC1)c1cc(-c2cccs2)on1 | 0.3% | 2 | -42* | 2 | 2%&3%
38 | O=C(Nc1nc(-c2ccccc2)c(-c2ccccc2)o1)c1ccc(F)cc1 | -1.8% | 5 | 2 | -11 | 6%
39 | O=S(=O)(c1ccccc1)[C@@]1(c2ccccc2)C[C@@H]2ON=C(c3cccc(Br)c3)[C@@H]2C1 | 2.4% | -2 | 3 | / | -2%
40 | O=C(O)c1ccccc1NS(=O)(=O)c1ccc(NN=Cc2ccccc2F)c([N+](=O)[O-])c1 | / | / | / | / | 9%
41 | O=C(CSc1ncc(-c2ccccc2)[nH]1)Nc1cccc(O)c1 | -1.8% | 6 | -18 | 3 | -8%
42 | NC(=S)COc1ccccc1 | 2.1% | -1 | 14 | 1 | 2%
43 | Cn1nnnc1SCC(=O)Nc1cccc([N+](=O)[O-])c1 | 2.2% | -2 | 8 | -3 | 1%
44 | CS(=O)(=O)N(CC(=O)NCc1ccccc1Cl)C1CCCCC1 | 0.2% | -2 | 14 | -5 | -1%
45 | Cc1ccc(C(C(=O)NCc2ccccc2)N(C(=O)c2csnn2)c2cccc3ccccc23)o1 (stereo not given) | 0.4% | 2 | 0 | 12 | -4%

no. | RXFP1 antag | Vif-APOBEC3F blk | D1 ag | Glioma ERSR ind
35 | -9 | 0% | 11 | 2%
36 | 19 | -2% | 2 | -1%
37 | 4 | -7% | 2 | ?
38 | 12 | -1% | 3 | -6%
39 | / | 0% | 5 | -1%
40 | -12 | -3% | / | -3%
41 | -26 | -3% | 1 | -2%
42 | -10 | 8% | 3 | -5%
43 | -16 | 10% | 0 | -2%
44 | -13 | 2% | 1 | -5%
45 | -5 | -3% | 7 | -9%

# Individual results from above.
# D1 ag, compound 41 stands at 1
# RXFP1 ag, compound 39 stands at 2.4%
